TRPC4 inh = TRPC4 (mouse) channel inhibition. Q9QUQ5. HEK293 TRPC4beta/mu-opioid, DAMGO-evoked Fluo4 calcium flux; hits give low values. B-score at 10 µM. 0.39% of 300,000 active. AID 2247;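 active = B-score over 3 SD under the library average, no early fluorescence shift, positive overall ratio signal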
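Assay system – HEK293 line stably carrying TRPC4beta and mu-opioid receptor · Doses – single dose · Detection – Fluo4 calcium-dye fluorescence, kinetic read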
KCNK9 block = human KCNK9 channel inhibition | Q9NPC2 | HEK293 KCNK9, FluxOR thallium flux fluorescence; hits give low values | B-score at 10 µM | 1.2% of 310,000 active | AID 488922;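 active = ratio B-score over 3 SD below the library mean, with starting fluorescence within 5 SD of its mean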;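 also: negative B-score means less thallium flux so channel inhibition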
PolyA inh = blocks polyadenylation in yeast reporter cells | AID 1875 | 0.02% of 300,000 active | S. cerevisiae SKY197-pL101 polyadenylation reporter, beta-gal luminescence; efflux-impaired pdr1/pdr3 knockout yeast; score 100 = 6 SD above DMSO | calls only at 12 µM;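 active = lowest replicate activity score at least 50, where 100 means six control SD above control mean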;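 also: yeast exposed to compound for 9 h at 30 °C; higher score means more reporter readthrough which indicates perturbed polyadenylation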
KCNQ1 inh = blocks the human KCNQ1 potassium channel | B-score at 10 µM | P51787 | 1.3% of 310,000 active | CHO-K1 KCNQ1, FluxOR thallium flux fluorescence; hits give high values;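 active = compounds whose thallium flux B-score, printed positive for inhibition, exceeds three library SD while starting fluorescence stays within three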;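 also: channel opened by potassium depolarization with thallium stimulus after 20 min compound exposure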
Target sequence (P51787 whole entry, looked up): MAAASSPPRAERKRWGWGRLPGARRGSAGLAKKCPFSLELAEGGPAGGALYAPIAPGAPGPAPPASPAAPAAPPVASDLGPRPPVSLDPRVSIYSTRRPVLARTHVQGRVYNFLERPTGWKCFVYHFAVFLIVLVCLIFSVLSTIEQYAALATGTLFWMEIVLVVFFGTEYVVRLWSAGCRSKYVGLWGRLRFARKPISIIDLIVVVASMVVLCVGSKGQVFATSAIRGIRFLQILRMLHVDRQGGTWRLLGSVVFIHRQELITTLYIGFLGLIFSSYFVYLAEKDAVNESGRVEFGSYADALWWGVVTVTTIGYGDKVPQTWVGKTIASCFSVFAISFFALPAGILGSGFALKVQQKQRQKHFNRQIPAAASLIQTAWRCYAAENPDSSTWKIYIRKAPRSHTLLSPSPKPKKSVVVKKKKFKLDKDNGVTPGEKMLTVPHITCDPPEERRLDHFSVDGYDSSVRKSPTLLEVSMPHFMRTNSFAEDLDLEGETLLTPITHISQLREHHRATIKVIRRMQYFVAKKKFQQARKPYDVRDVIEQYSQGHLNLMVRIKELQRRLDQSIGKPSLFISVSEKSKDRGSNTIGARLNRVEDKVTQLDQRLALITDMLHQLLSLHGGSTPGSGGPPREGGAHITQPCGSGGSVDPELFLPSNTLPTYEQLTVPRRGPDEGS
TRPC4 act = opens the mouse TRPC4 cation channel | B-score at 10 µM | 0.49% of 310,000 active | HEK293 TRPC4beta/mu-opioid, Fluo4 calcium fluorescence; hits give high values;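 active = B-score above 5 SD of library B-scores, and initial fluorescence ratio not above library mean plus 5 SD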;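 also: positive B-score marks a calcium rise read as TRPC4 activation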
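Technique: kinetic Fluo4 calcium fluorescence; Test system: TRPC4beta and mu-opioid receptor HEK293 stable cells; Measure: B-scored integrated calcium fluorescence ratio; Benchmarks: low control buffer alone, high control maximal DAMGO; Schedule: 45 min room-temperature Fluo4 loading, 110 s read.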
TRPC4 potent = TRPC4 (mouse) allosteric potentiation; Q9QUQ5; HEK293 TRPC4beta/mu-opioid, DAMGO EC20, Fluo-4 Ca2+ flux; hits give high values; B-score at 10 µM; 0.42% of 310,000 active; AID 2227;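 active = B-score of calcium response area above 5 SD of library B-scores, with initial fluorescence ratio within 5 SD of library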;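 also: B-score of integrated fluorescence ratio over time as area under calcium response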
Platelet DG rel = modulates dense granule release in human platelets | AID 1663 | 0.22% of 300,000 active | human platelet-rich plasma, SFLLRN dense granule ATP release, luminescence | inhibition, %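 (compounds screened at 7.5 µM in platelet-rich plasma)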;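 active = mean replicate score, as percent of positive control, at or above 50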
KCNK3 inh = human KCNK3 channel inhibition, primary screen. O14649. CHO-KCNK3 thallium flux, FluxOR fluorescence; hits give low values. B-score at 10 µM. 0.84% of 340,000 active;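 active = B-score under library mean minus 4 SD, starting fluorescence ratio at most library mean plus 5 SD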;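 also: more negative B-score means stronger inhibition of thallium flux through KCNK3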
Target sequence (O14649 whole entry, looked up): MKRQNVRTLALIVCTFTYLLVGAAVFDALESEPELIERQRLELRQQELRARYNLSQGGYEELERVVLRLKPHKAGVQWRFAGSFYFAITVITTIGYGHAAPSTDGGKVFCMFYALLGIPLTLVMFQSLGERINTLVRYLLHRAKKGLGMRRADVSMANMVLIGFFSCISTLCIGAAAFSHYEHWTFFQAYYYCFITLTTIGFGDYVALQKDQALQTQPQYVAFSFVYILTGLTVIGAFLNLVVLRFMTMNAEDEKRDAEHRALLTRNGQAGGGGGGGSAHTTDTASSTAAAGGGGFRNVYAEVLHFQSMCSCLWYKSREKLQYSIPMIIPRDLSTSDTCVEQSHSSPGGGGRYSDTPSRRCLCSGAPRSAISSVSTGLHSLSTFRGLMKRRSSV
Dyrk1A ADPGlo = inhibitors of rat Dyrk1A kinase; Q63470; ADP-Glo luminescence, NFATc1 peptide; inhibition, % at 12.5 µM; 0.43% of 310,000 active; AID 504441; in the data active = inhibition above about 50%;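 also: plate controls were vehicle with enzyme for no effect and no enzyme for full effect; many of its hits are not listed in these tables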
KCNQ1 act = human KCNQ1 channel potentiation or activation | B-score at 10 µM | CHO-K1 KCNQ1, thallium flux FluxOR fluorescence; hits give high values | P51787 | 0.35% of 310,000 active;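 active = fluorescence ratio B-score, a plate-corrected score, at least three library SD, with initial intensity B-score within 5 SD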
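Assay system: CHO-K1 cells stably expressing KCNQ1. Medium: assay buffer for compound exposure, DMSO matched across wells. Timing: 37 °C overnight plating, 90-min dark dye load, 20-min compound pretreatment. Signal: kinetic FluxOR fluorescence, 10 s baseline plus 110 s post-stimulus.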
hERG protect = hERG (human) protection from proarrhythmic block | CHO-hERG, FluxOR thallium flux, dofetilide IC70 present | activation (rescue from dofetilide block), less the hit threshold, % at 10 µM | 0.51% of 310,000 active | AID 1511;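 active = activation above the mean of controls blocked by dofetilide plus 5 SD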;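 also: thallium influx through hERG after potassium depolarization seen as dye fluorescence rise; in these data hits start at about 4.7%; inactives centre near -7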
* = called active by the depositor; i = inactive; x = no result given.

SMILES	KCNK3 inh	hERG protect	Platelet DG rel	PolyA inh	Dyrk1A ADPGlo	TRPC4 act	TRPC4 potent	KCNK9 block	KCNQ1 inh	TRPC4 inh	KCNQ1 act
COCCCNC(=S)N1CCN(c2nc3ccccc3s2)CC1	i	-19.4	3.8	i	2.8	i	i	i	i	i	i
CC(C)(C)OC(=O)[C@H](Cc1ccccc1)NC(=O)c1nc[nH]c1C(=O)NCCCCCN	i	-6.1	-10.5	i	3.2	i	i	i	i	i	i
Cc1cc(C(=O)NNS(=O)(=O)c2ccc(F)cc2)nn1C(C)(C)C	i	-1.5	1.3	i	x	i	i	i	i	i	i
C=CCOC(=O)C1=C(C)OC(N)=C(C#N)C1c1ccco1 (configuration not stated)	i	-5.4	-1.8	i	x	i	i	i	i	i	i
Cc1ccc(NC(=O)c2ccccc2-c2cc(C)no2)cc1	i	-6.0	7.8	i	2.9	i	i	i	i	i	i
O=C(C1=C[C@@H](C2CCCCC2)C[C@@H](OCc2ccc(CO)cc2)O1)N1CCN(Cc2ccccc2)CC1	i	-7.3	-2.0	i	-0.9	i	i	i	i	i	i
O=C(Nc1ccon1)c1cc2c(s1)CCCCCC2	i	-12.1	-2.7	i	12.0	i	i	i	i	i	i
Cc1nc2scc(-c3ccccc3)c2c(=O)n1N=C1C=CC(=O)C=C1	x	-30.5	14.5	i	x	i	i	i	i	-6*	i
COc1ccc(OCC#CCN2CC(C)OC(C)C2)cc1 (configuration not stated)	i	-8.6	-2.9	i	3.9	i	i	i	i	i	i
Cc1ccc(S(=O)(=O)N2CCN(Cc3ccccc3C(F)(F)F)CC2)cc1	i	-11.8	-5.1	i	0.6	i	i	i	10*	i	i
CC1=CC(C)(C)N(C(=O)CN2C(=O)c3ccccc3C2=O)c2ccc(C)cc21	i	-5.8	-6.7	i	2.8	i	i	i	i	i	i
Clc1ccc2nc(C3CCN(Cc4ccccc4)CC3)[nH]c2c1	i	-5.6	-3.8	i	2.5	i	i	i	i	i	i
NC(N)=Nc1nc(-c2ccccc2)c2cc(F)ccc2n1	i	-13.2	-2.4	i	-4.8	i	i	i	i	i	i
COc1ccc(CNC(=O)c2ccc3c(=O)n(CCCN4CCCC4=O)c(=S)[nH]c3c2)cc1	i	-8.3	-8.2	i	-0.8	i	i	i	i	i	i
CC(=O)N1CCc2c(sc(NC(=O)Cc3ccccc3)c2C(N)=O)C1	i	-5.4	-4.0	i	16.2	i	i	i	i	i	i
O=C(Cn1cc(C(F)(F)F)ccc1=O)NCCc1ccc(Cl)cc1Cl	i	-9.0	-0.7	i	-6.9	i	i	i	i	i	i
COc1ccc(NC2=NCCCCC2)cc1	i	-1.5	-1.7	i	12.3	i	i	i	i	i	i
O=C(/C=C/c1ccco1)N1CCN(C/C=C/c2ccccc2)CC1	i	-6.4	-5.0	i	-3.4	i	i	i	i	i	i
CCN(CC)S(=O)(=O)c1cccc(N=NC2=C(O)CCCC2=O)c1	i	-0.3	-13.0	i	-9.6	i	i	i	i	i	i
O=C(CSc1nccn1Cc1ccco1)Nc1ccccc1	i	-8.0	5.8	i	-3.1	i	i	i	i	i	i
COc1cc(/C=C2\SC(N3CCC(C)CC3)=NC2=O)ccc1O	i	-4.1	14.8	i	76.8*	i	i	i	i	-6*	i
N[C@@H](Cc1c[nH]c2ccccc12)C(=O)O	x	-6.1	-1.5	i	x	i	i	i	i	i	i
CCCCN(CCCC)Cc1ccc(N)cc1	i	-14.1	-14.8	i	-3.9	i	i	i	i	i	i
O=C(NCC1CCCO1)c1ccc(COc2ccccc2)o1 (configuration not stated)	i	-6.6	x	i	7.2	i	i	i	i	i	i
COc1ccc(N(CC(=O)Nc2cc(OC)ccc2OC)S(=O)(=O)c2c(C)nn(C)c2C)cc1	i	-8.9	5.7	i	0.0	i	i	i	i	i	i
Cc1cc(Sc2nc(N(C)C)nc(N(C)C)n2)nc(Cl)n1	i	-12.5	13.3	i	-5.4	i	i	i	i	i	i
COc1ccc(CCn2c(=N)c(C(=O)NCC3CCCO3)cc3c(=O)n4ccccc4nc32)cc1 (configuration not stated)	i	-19.7	13.2	i	2.5	i	i	i	i	i	i
CC(C)Oc1cccc(C(=O)C2CCCN(C(=O)c3ccoc3)C2)c1 (configuration not stated)	i	-3.5	-0.1	i	-4.3	i	i	i	i	i	i
COc1cc(/C=C2\CC(C(C)(C)C)C/C(=C\c3cc(OC)c(OC)c(OC)c3)C2=O)cc(OC)c1OC (configuration not stated)	i	-4.4	4.7	i	1.9	i	i	i	i	i	i
CCN(CC)S(=O)(=O)c1ccc(N2CCOCC2)c(NC(=O)COc2ccc(C#N)cc2)c1	i	-16.6	2.7	i	5.2	i	i	i	i	i	i
COC(=O)C1=CN(c2ccc(Cl)cc2)C=C(C(=O)OC)C1c1ccc([N+](=O)[O-])cc1	i	-11.7	4.6	i	-4.2	i	i	i	i	i	i
CCN(CC)S(=O)(=O)c1cccc(C(=O)NN2Cc3ccccc3C2=N)c1	i	-5.8	-6.2	i	27.0	i	i	i	i	i	i
Cc1ccc2c(c1)/C(=N/O)CCS2	i	-11.5	-11.0	i	2.7	i	i	i	i	i	i
O=C(Nc1ncc(C(F)(F)F)cc1Cl)C1COc2ccccc2O1 (configuration not stated)	i	-3.2	2.0	i	1.1	i	i	i	i	i	i
CCOC(=O)CN1C(=N)N(c2nc(NC(C)C)nc(OC)n2)CC1=O	i	-6.9	-3.5	i	0.4	i	i	i	i	i	i
O=C(c1ccccc1)c1ccc(C(=O)N2CCN(c3ccc(F)cc3)CC2)o1	i	-10.0	-4.5	i	6.8	i	i	i	i	i	i
COc1ccc(CNc2ccc([N+](=O)[O-])cn2)cc1	i	-8.7	9.1	i	-1.8	i	i	i	i	i	i
CCCc1cc(=O)[nH]c(SCC(=O)NC)n1	i	-10.7	6.0	i	7.9	i	i	i	i	i	i
O=C(CSc1nc2ccccc2c(=O)n1CC1CCCO1)Nc1ccc(F)cc1 (configuration not stated)	i	-12.5	-16.3	i	-1.5	i	i	i	i	i	i
CN(C)c1ccc(-c2nnn(CC(=O)Nc3ccc4c(c3)OCCO4)n2)cc1	i	-7.8	11.3	i	-5.3	i	i	i	i	i	i
CCOC(=O)c1c(SCC(=O)Nc2nccs2)nc(C)c(C)c1C	i	-3.5	3.6	i	-5.9	i	i	i	i	i	i
COc1cc(C(=O)NCCCNC(=O)c2cc(OC)c(OC)c(OC)c2)cc(OC)c1OC	i	-0.7	0.2	i	x	i	i	i	i	i	i
Cn1c(SCCN2CCCCC2)nnc1-c1ccccc1Br	i	2.2	-4.8	i	-3.7	i	i	i	i	i	i
CC1(C)CC2(CCO1)OC(=O)CC2C(=O)NCCc1ccccc1 (configuration not stated)	i	-9.7	-4.6	i	-2.9	i	i	i	i	i	i
Cc1nc2ccc(N)cc2s1	i	1.2	-10.0	i	-11.4	i	i	i	i	i	i
O=C(NC1CCCCC1)N1CCCc2ccccc21	i	-9.6	-2.3	i	17.3	i	i	i	i	i	i
COc1cccc(CNC(=O)CCn2c(=O)oc3ccccc32)c1	i	-8.5	-1.7	i	2.5	i	i	i	i	i	i
COc1ccc(/C=C2/C(=O)C(C)(C(C)C)CCC2C)cc1 (configuration not stated)	i	-4.9	-2.1	i	37.5	i	i	i	i	i	i
CCN(CC)c1ccc(S(=O)(=O)N2CCCCC2)cc1NC(=O)CN1C(=O)NC2(CCCC2)C1=O	i	-19.1	0.3	i	2.4	i	i	i	i	i	i
COc1cc(NC(=O)Nc2c(C)n(C)n(-c3ccccc3)c2=O)cc(OC)c1OC	i	-8.1	-4.8	i	12.0	i	i	i	i	i	i

(continued)
SMILES	KCNK3 inh	hERG protect	Platelet DG rel	PolyA inh	Dyrk1A ADPGlo	TRPC4 act	TRPC4 potent	KCNK9 block	KCNQ1 inh	TRPC4 inh	KCNQ1 act
Oc1ccc(C[C@@H]2CNCCN2CC2CCCCC2)cc1	i	-6.5	-0.9	i	7.7	i	i	i	i	i	i
Oc1ccc(Br)cc1CNc1cccc2cccnc12	i	-10.9	10.2	i	-0.8	i	i	-12.8*	i	i	i
CC(C)COc1ccc(-c2nnc(-c3ccncc3)o2)cc1	i	-11.5	8.5	i	2.5	i	i	i	i	i	i
Cn1c(O)c(C=Nc2ccc(Br)cc2)sc1=O	i	-6.8	-5.4	i	2.6	i	i	i	i	i	i
Cc1cc(C)n2nc(-c3ccccc3)c(-c3ccccc3)c2n1	i	-7.1	-0.2	i	11.0	i	i	i	i	i	i
CC(C)C12CN3CC(C(C)C)(CN(C1)C3c1ccco1)C2=O (configuration not stated)	i	-5.5	-0.3	i	-1.4	i	i	i	i	i	i
COC(=O)C(C)N1CCC(=O)c2ccccc2S1(=O)=O (configuration not stated)	i	-4.0	-5.7	i	-2.7	i	i	i	i	i	i
COC(=O)C1=C(C)NC(=O)NC1c1ccc(-c2ccc(F)cc2)o1 (configuration not stated)	i	-3.8	4.5	i	-3.7	i	i	i	i	i	i
CC(C)(C)c1nnc(NC(=O)CCS(=O)(=O)c2ccccc2)s1	i	-5.1	10.5	i	-7.3	i	i	i	i	i	i
O=C(NCCCCNC(=O)c1ccc(Br)s1)c1ccc(Br)s1	i	-3.5	5.1	i	1.7	i	i	i	i	i	i
CN(C)S(=O)(=O)Nc1cccc(Br)c1	i	-8.5	-8.1	i	-1.1	i	i	i	i	i	i
O=C(O)Cn1c2c(c3ccccc31)CCCC2	i	-5.6	6.9	i	5.0	i	i	i	i	i	i
Cn1c(-c2sc3cc(C(F)(F)F)cnc3c2-c2cccs2)n[nH]c1=S	i	-4.6	18.5	i	6.7	i	i	i	i	i	i
O=c1[nH]c2ccc([N+](=O)[O-])cc2nc1/C=C(\O)c1ccccc1	i	-8.7	12.3	i	-1.7	i	i	i	i	i	i
Cc1cc(NC(=O)CSc2nccn2-c2ccc(F)cc2)no1	i	0.5	-1.6	i	0.1	i	i	i	i	i	i
COc1ccc(-n2nnnc2SCC(=O)NCc2ccco2)cc1OC	i	-1.4	-6.2	i	-1.6	i	i	i	i	i	i
O=C(Cn1nc(C(=O)O)c2ccccc2c1=O)Nc1ccc(Br)cc1	i	-7.0	-9.1	i	2.4	i	i	i	i	i	i
O=C(COc1ccccc1)Nc1nnc(-c2ccc(Cl)s2)o1	i	-2.8	-20.6	i	9.0	i	i	i	i	i	i

From PubChem BioAssay

These rows are one share of the data; rates above refer to the full screens.
